# esBAF inh – SWI/SNF esBAF complex inhibition. mouse ES cells, Bmi1-luciferase knock-in reporter, 24 h; 100% = twice the neutral-well signal. reporter increase, % at 12.5 µM. AID 602393. 2% of 350,000 active; in the data active = activation above about 40%; inconclusive = no clear call, values can overlap the other calls;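 also: 0% = median of the plate's neutral control wells and 100% = double that signal; a rise in the Bmi1 reporter signal indicates esBAF inhibition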
# Xi reactivation – reactivates the inactive X chromosome in mouse fibroblasts; XiGFP mouse fibroblasts, % GFP-positive cells imaging, 3 d; cells co-treated with 5-aza-dC sensitizer; scaled so ellipticine positive control = 100%; 0.055% of 360,000 active; activation, % at 7.58 µM;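 active = mean normalized replicate activation at least 10% and every replicate at or above 10%; inconclusive = only one of the two criteria met; inactive = mean below 10% and not all replicates reach 10%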;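 also: 0% = median of on-plate neutral control wells and 100% = ellipticine 6 µM median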
#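 Material: SV40-immortalized XiGFP fibroblast cells, line 68-5-11 | Buffer or medium: DMEM containing 5-aza-dC | Dosing: One concentration, pinned | Times: 3 d treatment, 15 min room-temperature fixation | Controls: Ellipticine 6 µM positive control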
# ERAP1 HTS inh – ERAP1 (human) enzyme inhibition; inhibition, % at 10.7 µM; recombinant ERAP1, Leu-AMC fluorescence, 60 min; 0.15% of 340,000 active; Q9NZ08;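 active = mean replicate inhibition of at least 30%, or all replicates individually reaching that 30% level; inactive = mean below 30% and not every replicate reaching it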;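 also: 0% = neutral control wells and 100% = L-leucinethiol positive control wells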
# E-sel inducer – E-selectin induction on HUVECs. activation, % at 7.58 µM. HUVEC E-selectin immunofluorescence imaging; normalized: neutral wells 0, TNF-alpha wells 100. 0.37% of 260,000 active;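 active = mean E-selectin-positive cell signal at least 10% of the positive control, reached in at least 60% of replicates, without over 20% cell loss; inconclusive = no rule given, readout overlaps actives, possibly toxicity-flagged; inactive = the rest, including those meeting only one limit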;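 also: in these data hits start at about 27%; measured in HUVEC primary endothelial cells; signal is the percent of cells scored E-selectin positive by PE staining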
# Target sequence (P16581 whole entry, looked up): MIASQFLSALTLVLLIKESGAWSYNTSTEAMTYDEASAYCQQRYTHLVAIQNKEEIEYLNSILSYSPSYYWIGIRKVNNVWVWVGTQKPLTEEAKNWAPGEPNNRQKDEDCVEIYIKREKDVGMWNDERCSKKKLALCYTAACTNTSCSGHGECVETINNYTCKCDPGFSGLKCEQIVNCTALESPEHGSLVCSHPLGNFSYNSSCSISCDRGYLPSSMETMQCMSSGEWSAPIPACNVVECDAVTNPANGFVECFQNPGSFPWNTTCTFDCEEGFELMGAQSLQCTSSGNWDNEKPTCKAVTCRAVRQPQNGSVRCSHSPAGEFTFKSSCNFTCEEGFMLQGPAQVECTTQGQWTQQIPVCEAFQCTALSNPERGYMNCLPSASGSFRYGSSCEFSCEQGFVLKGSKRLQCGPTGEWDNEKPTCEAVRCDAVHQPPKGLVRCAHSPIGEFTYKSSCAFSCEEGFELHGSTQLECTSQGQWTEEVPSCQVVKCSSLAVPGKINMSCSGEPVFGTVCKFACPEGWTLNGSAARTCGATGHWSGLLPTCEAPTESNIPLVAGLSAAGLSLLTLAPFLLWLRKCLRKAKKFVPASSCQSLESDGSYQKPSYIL
#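 assay system = HUVEC, human umbilical vein endothelial cells | input = 3,000 HUVEC seeded per well | medium = EGM-2 growth medium on 0.1% gelatin-coated wells | dosing = one compound dose added by pin transfer | signal = immunofluorescence imaging | read-out basis = % PE-positive cells | control set = TNF-alpha, DMSO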
# RAD54 inh – RAD54 (human) branch migration inhibition. 0.14% of 360,000 active. inhibition, % at 10.4 µM. AID 602329. Q92698. RAD54 Holliday junction branch migration, FAM/BHQ fluorescence;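 active = mean normalized replicate activity at least 40 and at least half of replicates scoring 40 or more; inconclusive = only one of the two criteria met; inactive = mean below 40 and under half of replicates reaching 40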;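 also: 0% = median of neutral control wells and 100% = median of positive control wells; inhibitors cause a drop in the FAM fluorescence signal; in these data hits start at about 50%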
# RAD52 inh – inhibitors of human RAD52 DNA annealing. recombinant RAD52 DNA annealing, FRET fluorescence. inhibition, % at 18.7 µM. 0.46% of 360,000 active. P43351. AID 651710;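 active = every replicate showing at least 50% inhibition; inconclusive = mean inhibition at least 50% but not in every replicate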
# S100A4 inh HTS – S100A4-myosin IIA interaction inhibition; inhibition, % at 10.7 µM; AID 652163; S100A4/TAMRA-MyoIIA peptide fluorescence polarization; 0.14% of 360,000 active; P26447;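 active = mean inhibition of at least 70% across replicates, with every replicate also reaching that level; inconclusive = mean inhibition reaches 70% but some replicates fall short; inactive = mean inhibition below 70%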
#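 Test system – S100A4 monomer (human) · Compound – single-point compound testing · Schedule – 5 min incubation before reading · Probe or stimulus – TAMRA-labelled myosin IIA heavy-chain peptide probe, 5 nM · Benchmarks – neutral control DMSO, positive control TFP · Medium – Calcium-containing HEPES buffer, pH 7.2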
# ERp5 block – blocks human ERp5 reductase activity on insulin | Q15084 | ERp5 insulin aggregation, absorbance 650 nm, 90 min | inhibition, % at 9.99 µM | 0.05% of 350,000 active | AID 651711;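 active = mean replicate inhibition above about 25%, with every replicate also reaching it, limit read from the data, passing the limit was not always enough; inconclusive = only one of those two criteria met; inactive = neither criterion met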
# Target sequence (Q15084 whole entry, looked up): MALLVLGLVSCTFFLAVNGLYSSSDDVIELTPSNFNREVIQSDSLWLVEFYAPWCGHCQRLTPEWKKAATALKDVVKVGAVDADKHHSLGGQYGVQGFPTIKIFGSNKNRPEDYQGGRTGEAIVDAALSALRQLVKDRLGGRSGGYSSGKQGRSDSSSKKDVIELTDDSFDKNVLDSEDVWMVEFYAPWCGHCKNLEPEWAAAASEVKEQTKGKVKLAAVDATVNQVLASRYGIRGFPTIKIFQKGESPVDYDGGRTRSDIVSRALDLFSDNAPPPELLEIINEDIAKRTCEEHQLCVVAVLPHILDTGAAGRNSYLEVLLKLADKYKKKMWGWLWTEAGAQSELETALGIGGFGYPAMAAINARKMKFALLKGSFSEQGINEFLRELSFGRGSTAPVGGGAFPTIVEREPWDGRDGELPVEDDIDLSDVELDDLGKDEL
# * hit, by the source's call; u = inconclusive; x = not tested or not shown; & = joins results of further samples.
Structure,esBAF inh,Xi reactivation,ERAP1 HTS inh,E-sel inducer,RAD54 inh,RAD52 inh,S100A4 inh HTS,ERp5 block
CC(NC(=O)c1ccccc1F)c1nnc(SCc2nc3ccccc3c(=O)[nH]2)n1C (configuration not stated),2,0.0,2,x,-8,-23,-3,-2
CC(=O)N(CC#CCN(C(C)=O)c1ccccc1)c1ccccc1,-3,0.1,-2,x,-2,7,-2,-2
O=C(C[C@H]1CC[C@H]2[C@@H](COC[C@@H](O)CN2S(=O)(=O)c2cccc(Cl)c2)O1)NC1Cc2ccccc2C1,-1,0.0,2,-0.1,-6,29,-31,-15
CO[C@H](CN(C)C(=O)c1cnccn1)[C@H](C)CN([C@H](C)CO)S(=O)(=O)c1ccc(C)cc1,2,0.1,-5,0.0,-1,1,7,-4
COc1cccc(NC(=O)N2C[C@@H](O)COC[C@H]3O[C@H](CC(=O)NC4Cc5ccccc5C4)CC[C@@H]32)c1,-5,0.1,0,0.1,8,-21,-3,2
Cc1ccc(Cc2c(C(C)(C)C)nc3ccc(Br)cn23)cc1,12,0.0,0,0.3,-2,-56,u,5
CCC(=O)Nc1cccc(C(=O)c2ccccc2)c1,9,x,0,x,11,-16,-2,5
NC(=O)CCC(NC(=O)c1ccc(Cl)cc1)C(=O)O (configuration not stated),x,0.0,0,x,x,-3,3,0
O=C(C[C@@H]1CC[C@@H]2[C@H](COC[C@H](O)CN2C(=O)Nc2ccc(Cl)c(Cl)c2)O1)NC1CCC1,-3,0.2,0,0.3,7,-3,2,-5
C[C@@H]1CCCCO[C@H](CN(C)Cc2ccc(C(=O)O)cc2)[C@@H](C)CN([C@H](C)CO)C(=O)c2cc(NC(=O)CCC(F)(F)F)ccc2O1,-2&-1,0.0&-0.1,-4&1,x,8&0,-5&11,6&2,-2&0
COc1ccc(CCC(=O)Nc2nnc(C)s2)cc1,x,0.4,0,8.1,-7,-15,-2,1
O=C(N=Nc1c(O)[nH]c2ccc(Br)cc12)c1cc(-c2cccs2)nc2ccccc12,-20,0.2,1,x,3,-11,-4,8
COc1ccc(S(=O)(=O)N2CCN(CC(=O)Nc3ccccc3OC)CC2)cc1,-7,0.0,0,x,6,-19,13,7
NS(=O)(=O)c1ccc(CNS(=O)(=O)c2cc(Cl)ccc2Cl)cc1,x,-0.2,x,-0.3,x,0,0,0
O=C(C[C@@H]1CC[C@H]2[C@@H](COC[C@H](O)CN2Cc2nccs2)O1)NCc1ccccc1,1,0.1,2,0.1,-4,-12,-8,0

# (continued)
Structure,esBAF inh,Xi reactivation,ERAP1 HTS inh,E-sel inducer,RAD54 inh,RAD52 inh,S100A4 inh HTS,ERp5 block
CCCNC(=O)N(C)C[C@H]1Oc2ncc(C#CCc3ccccc3)cc2C(=O)N([C@@H](C)CO)C[C@@H]1C,4,0.7,4,-0.2,3,3,3,-2
Cc1ccc(-c2ccc([C@H]3[C@H]4CN(C(=O)Nc5ccc(F)cc5)CC(=O)N4[C@H]3CO)cc2)cc1,x,0.0,0,-0.3,x,0,-32,-10
CCOc1ccc(/C=N/NC(=O)c2ccc(O)cc2)cc1CN1CC2CC(C1)c1cccc(=O)n1C2 (configuration not stated),11,x,-1,x,3,-25,-13,-5
CN(Cc1ccnc2ccccc12)C(=O)C1CCC(=O)N(Cc2ccccc2F)C1 (configuration not stated),-6,0.1,-1,-4.0,-1,-3,-16,-2
CNC(=S)NC1CC2CCCC(C1)N2Cc1ccc(C)cc1 (configuration not stated),3,0.4,1,0.1,2,-18,0,1
Cc1cccc(CN2CCCC(C(=O)N3CCCCC3)C2)c1 (configuration not stated),-3,0.0,-9,-0.1,4,-7,-15,6
COc1ccccc1NS(=O)(=O)c1ccc(C(=O)N2CCN(c3ccccc3)CC2)cc1,-2,1.1,3,-0.1,-1,-8,3,-23
COCCCN1C(=O)C(=O)/C(=C(/O)c2ccc(S(=O)(=O)N3CCCCC3)cc2)C1c1ccc(O)cc1 (configuration not stated),1,0.2,1,x,-1,-4,1,4
Cc1ccc(NC(=O)COC(=O)CCc2c(C)nc3ncnn3c2C)cc1,2,0.1,-1,0.1,0,-9,-5,-2
Cc1cccc(NC(=O)COC(=O)C2COc3ccccc3O2)c1C (configuration not stated),0,-0.1,1,-0.1,-3,-10,-8,-7
CC=Cc1ccc2n(c1=O)C[C@H]1[C@H](CO)[C@@H](C(=O)Nc3ccc(-c4ccccc4)cc3)N(C(C)=O)[C@@H]21 (mixture of isomers),-3,0.6,1,0.3,4,-5,-3,1
O=C(Nc1ccc([N+](=O)[O-])cn1)c1ccc2c(c1)OCO2,x,0.0,-2,x,x,-10,-3,3
Cc1ccc(C(=O)N(CCc2ccccc2)Cc2ccccc2)cc1S(=O)(=O)N1CCOCC1,-6,0.2,0,x,7,-9,9,0
CC(C)NC(=O)Nc1ccc2c(c1)CC(=O)N([C@H](C)CO)C[C@@H](C)[C@H](CN(C)S(C)(=O)=O)O2,-10,-1.0,5,x,9,0,7,10
COc1ccc(NC(=O)c2cc(-c3cccnc3)nc3c(C)c(C)ccc23)c(OC)c1,15,x,1,x,1,-11,6,-2

# New compounds follow
Structure,esBAF inh,Xi reactivation,ERAP1 HTS inh,E-sel inducer,RAD54 inh,RAD52 inh,S100A4 inh HTS,ERp5 block
COc1ccc(OC)c(N(CC(=O)Nc2cccnc2)S(=O)(=O)c2ccc(C)cc2)c1,0,x,0&-4,x,-3,-6&-8,-5&-2,-1&-8
CO[C@H]1CN(C)C(=O)c2cc(NC(C)=O)ccc2OC[C@@H](C)N(Cc2cccnc2)C[C@H]1C,-1,0.1,x,0.3,1,x,x,x
Cc1ccc(C(=O)NCCNC(=O)COc2ccc(C)c(C)c2)cn1,0,0.0,-6,x,1,-11,2,1
CCCn1c(N)c(N(CCOC)C(=O)C(C)Oc2ccc(F)cc2)c(=O)[nH]c1=O (configuration not stated),0,0.3,0,1.5,x,-2,-9,0
O=C(CN1CCOCC1)N[C@H]1CC[C@H](CCNC(=O)C2CCC2)O[C@@H]1CO,-3,-0.4,-3,0.0,-4,-7,8,5
CCCNC(=O)Nc1ccc2c(c1)C(=O)N(C)C[C@H](OC)[C@@H](C)CN(C(=O)C1CCOCC1)[C@@H](C)CO2,-3,0.2,x,-0.2,0,-5,x,x
CCCNC(=O)N(C)C[C@@H]1Oc2ncc(C#Cc3ccncc3)cc2C(=O)N([C@@H](C)CO)C[C@H]1C,0,-0.2,1,-0.4,10,-13,13,12
C[C@@H]1CCCCO[C@@H](CN(C)S(=O)(=O)c2cccs2)[C@@H](C)CN([C@@H](C)CO)C(=O)c2cc(NC(=O)Nc3ccc(F)cc3)ccc2O1,7,0.7,2,0.6,-1,-11,-18,-4
C/C=C/c1cnc2c(c1)C(=O)N([C@H](C)CO)C[C@H](C)[C@@H](CN(C)S(=O)(=O)c1ccc(C)cc1)O2,1,-0.7,2,-0.2,-3,15,3,-3
Cc1c(NC(=O)CSc2nnc(-c3ccncc3)n2C)c(=O)n(-c2ccccc2)n1C,-4,-0.2,4,-0.1,4,-33,-1,5
COc1ccc(/C=N/NC(=O)COc2ccc3ccccc3c2)c(C(=O)O)c1OC,3,0.0,2,-0.1,5,-19,-6,-6
CCCCS(=O)(=O)N1C2=NC(C(=O)OCC)=C(C(=O)OCC)C3N(Cc4ccc(C#N)cc4)c4ccccc4[C@]23C[C@H]1C(=O)OC (some centres not stated),x,-0.2,1,-0.2,x,-14,-2,0
O=C(CCN1C(=O)C2C3CCC(C3)C2C1=O)Nc1ccc(F)cc1 (configuration not stated),-4,0.0,-1,x,-4,-11,0,-4
C[C@@H]1CN([C@@H](C)CO)C(=O)c2cc(NC(=O)Nc3ccc(F)cc3)ccc2O[C@@H](C)CCCCO[C@@H]1CN(C)Cc1ccncc1,4,0.1,x,-0.1,3,x,x,x
Cc1noc(C)c1NC(=O)Nc1ccc2c(c1)C(=O)N([C@@H](C)CO)C[C@H](C)[C@@H](CN(C)S(=O)(=O)c1c(C)noc1C)OCCCC[C@@H](C)O2,-2,-0.4,-2,0.0,0,-16,-1,5

# Additional compounds:
Structure,esBAF inh,Xi reactivation,ERAP1 HTS inh,E-sel inducer,RAD54 inh,RAD52 inh,S100A4 inh HTS,ERp5 block
COC(=O)CN1C(=O)[C@H]2[C@@H](c3ccc(C)o3)N3C(=O)CN(Cc4ccccn4)C(=O)[C@@]3(Cc3ccccc3)[C@H]2C1=O,-3,0.0,0,0.0,-10,-20,-6,5
Nc1nnc(/C=C/c2cccc([N+](=O)[O-])c2)s1,18,0.0,-3,x,1,-8,1,5
C[C@H]1CNC(=O)c2c(C(=O)N3CCN(c4ccccc4)CC3)ncn21,x,0.2,2,x,x,-10,-5,-3
COCC1CCN(Cc2nc(COc3ccccc3)no2)C1 (configuration not stated),-1,0.4,-1,x,6,-13,0,-3
CNS(=O)(=O)Cc1ccc2[nH]cc(CCN(C)C)c2c1,9&3,0.0&-0.1,-1&-2,-0.1&1.8,3&-5,12&2,-2&-5,0&2
Cc1ccccc1N/C(=N/S(=O)(=O)c1ccccc1)c1ccc(F)cc1,x,-0.1,0,x,x,14,-5,1
CCn1c(CSCc2ccccc2)n[nH]c1=S,-2,0.3,3,x,-24,-9,-1,-3
CC(C)NC(=O)N1CC2(C1)[C@@H](c1ccccc1)[C@@H](CO)N2C(=O)C1CCCCC1,x,0.0,0,-0.1,x,-18,1,4
CN(C)C(CNC(=S)Nc1ccc(F)cc1)c1cccnc1 (configuration not stated),x,0.0,1,x,x,-21,-13,-2
c1ccc(C2=Nn3c(Cn4nnc5ccccc54)nnc3SC2)cc1,x,0.0,x,x,7,-15,-5,-7
O=C(Nc1n[nH]c(C(F)(F)F)n1)c1cccs1,-2,x,x,0.6,-5,-2,-5,2
CN(C)CCCNc1nc(-c2ccccc2)nc2ccccc12,-6,-0.1,5,-0.1,67*,48,-2,4
O=C(C[C@H]1C[C@H]2c3cc(NC(=O)c4ccc5c(c4)OCO5)ccc3O[C@H]2[C@H](CO)O1)NCCc1ccccc1,-4,-0.1,-1,-0.4,0,10,1,-1
CO[C@@H]1CN(C)C(=O)c2ccc(NC(=O)Nc3ccc4c(c3)OCO4)cc2OC[C@@H](C)N(C(C)=O)C[C@H]1C,23,-0.2,-1,-0.2,-8,-212,2,-1
C[C@@H]1CN([C@H](C)CO)C(=O)Cc2cc(NC(=O)CCCCCC(=O)Nc3ccccc3N)ccc2O[C@@H]1CN(C)Cc1ccncc1,-3,-0.1,-5,x,7,-26,-1,-11
O=C(COc1ccc(Br)cc1)Nc1ccccc1C(=O)NC1CC1,3,-0.1,0,0.3,x,-9,-4,-7
C[C@@H]1CN([C@@H](C)CO)C(=O)c2cccc(NC(=O)c3ccncc3)c2O[C@@H]1CN(C)C(=O)Nc1cccc2ccccc12,4,0.0,-4,-6.6,-10,11,-12,-2

# Source: PubChem (Broad Institute)
